# High-throughput results as filed in PubChem BioAssay.
# T cell modulator = T cell immune modulation candidate; 2C CD8+ T cell-vesicle binding, flow cytometry; active compounds read low; calls only at 7 µM; 0.068% of 330,000 active;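 active = response, share of CD8 T cells binding vesicles, and their 90th percentile fluorescence all below set limits, cut at about 80% in these data, passing the limit was not always enough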
#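 Material: 2C TCR transgenic mouse naive CD8+ T cells, MACS-purified. Also added: QL9-charged Drosophila Ld/ICAM-1/B7-1 vesicles. Timing: binding 1.5 h at 37 °C. Measured by: high-throughput flow cytometry with anti-B7-1 and anti-CD8 staining. Read-out: percent CD8+ FL2 mean versus row control. Controls: Unloaded micro-vesicles (low), QL9 vesicles with 0.7% DMSO (high).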
# West Nile antiviral = inhibition of WNV-induced cytopathic effect – cell-based, CPE readout (AID 1621). West Nile virus-infected cells, CPE inhibition; higher % means a stronger effect. CPE inhibition, % at 10 µM, or IC50 in µM where a hit was titrated. 0.02% of 290,000 active; in the data active = a potency from the dose series; also: strong numbers were not always called active
# NTR1 ag = agonists of NTR1, primary screen, imaging, U2OS cells, beta-arrestin-GFP, high content (AID 493036) | NTR1-U2OS beta-arrestin-GFP spot imaging, agonist mode | 0.17% of 330,000 active | activation, % at 20 µM | P30989;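 active = activation at or above 40% of the spot to cytoplasm intensity ratio, with at least 20 cells analyzed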;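 also: 0% = DMSO without peptide and 100% = 100 nM NTR1 peptide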
# Target sequence (P30989 whole entry, looked up): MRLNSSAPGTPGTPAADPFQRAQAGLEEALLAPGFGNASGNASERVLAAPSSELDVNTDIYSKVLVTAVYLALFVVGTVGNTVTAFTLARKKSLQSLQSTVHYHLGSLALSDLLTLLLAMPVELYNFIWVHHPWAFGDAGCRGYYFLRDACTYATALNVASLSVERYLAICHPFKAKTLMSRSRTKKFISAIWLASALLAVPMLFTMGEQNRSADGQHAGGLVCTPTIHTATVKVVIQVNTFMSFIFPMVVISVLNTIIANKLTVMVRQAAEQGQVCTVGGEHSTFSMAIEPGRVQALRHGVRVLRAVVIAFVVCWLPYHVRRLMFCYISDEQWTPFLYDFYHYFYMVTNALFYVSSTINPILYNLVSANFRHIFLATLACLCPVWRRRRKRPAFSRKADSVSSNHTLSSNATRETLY
# T cell modulator vesicle-bound % = recorded beside T cell modulator, whose call it bears; double positive events, %; measured here: CD8+ vesicle-bound cell fraction;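 binding gate set so that unloaded-vesicle control wells show 10% double positive cells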
# NTR1 ag cell count 20 µM = second read-out of NTR1 ag, no call of its own (marks repeat the call); cell count; measured here: cell count, cytotoxicity flag
# Active calls of the source: *; i = inactive; . = no result given.
SMILES,T cell modulator,T cell modulator vesicle-bound %,West Nile antiviral,NTR1 ag,NTR1 ag cell count 20 µM
CCN1C[C@@H]2[C@@H]3C(=O)N(Cc4ccccc4)C(=O)[C@@H]3[C@](CC)(C(=O)OC)N2C1=NC1CCCCC1,.,.,.,2.1,55
O=C(COCc1ccccc1)N[C@@H]1c2ccccc2CC[C@@H]1OCc1ccccc1,.,.,.,7.2,67
COc1ccc(CN(C2CC2)S(=O)(=O)c2ccccc2Br)cc1,.,.,.,0.7,56
Cc1ccc2c(c1)CCCN2C(=O)c1cc(C)c(C)s1,.,.,.,0.9,48
Cc1ccc(C(=O)OCC(=O)N2CCNC2=O)c(C)c1,.,.,.,0.1,75
CCCCCCN(C(=O)CCCN1C(=O)NC(c2ccc([N+](=O)[O-])cc2)C(C(=O)OCc2ccccc2)=C1C)C(C)C(=O)NCCCC (stereo not drawn),.,.,.,5.8,60
COc1ccc(Cl)cc1NC(=O)CCN1C(=O)NC(C)(C)C1=O,.,.,.,1.3,55
O=C1OCCN1C(=O)[C@H]1[C@H](c2ccccc2)C(c2cccc(Cl)c2)=NN1c1ccc(Br)cc1,.,.,.,6.0,72
CC[C@]12c3[nH]c4cc(CCC(=O)N(C)C)ccc4c3CCN1C(=O)[C@@H](CC(=O)NCc1ccc(OC)c(OC)c1)C[C@@H]2C(=O)N1CCN(C(=O)C2CC2)CC1,.,.,.,-1.6,54
N#Cc1ccc(C(=O)OCC(=O)N2CCCCCC2)cc1,.,.,.,0.3,44
CCCN(CC(=O)Nc1ccccc1C)C(=O)c1ccc(S(=O)(=O)N2CCC(C)CC2)cc1,.,.,.,0.5,59
O=C(COc1ccccc1)N[C@@H]1c2ccccc2CC[C@@H]1OCc1ccccc1,.,.,.,5.3,63
Cc1nc(SCC(=O)N(CC(C)C)C2CCS(=O)(=O)C2)c(C#N)c(C)c1C (stereo not drawn),.,.,.,-0.7,66
O=C(COC(=O)Cc1ccc(Br)cc1)NCc1ccc2c(c1)OCO2,.,.,.,1.0,78
Cc1csc(=O)n1CC(=O)Nc1ccc(C(C)C)cc1,.,.,.,1.0,59
CCCCCCC(NC(=O)Cc1ccc2ccccc2c1)C(=O)O (stereo not drawn),.,.,.,6.7,37
COc1cccc(CN(C)C(=O)c2cccc(S(=O)(=O)N3CCN(Cc4ccccc4)CC3)c2)c1OC,.,.,.,2.0,63
COc1cc2c(cc1OC)[C@@H](NC(=O)CCc1ccccc1)[C@H](O)C2,.,.,.,-2.0,76
CCOC(=O)C1=C(C)N(C[C@@H]2CC[C@@H](Cc3ccc(-c4ccccc4)cc3)O2)C(=O)NC1c1ccc([N+](=O)[O-])cc1 (stereo partly drawn),.,.,.,5.5,56
COCCN(C(=O)c1ccc(-c2ccc([N+](=O)[O-])cc2)o1)c1c(N)n(CC(C)C)c(=O)[nH]c1=O,.,.,.,0.4,56
Cc1cc(C)c2c(c1)OC(=O)CC2c1ccccc1C (stereo not drawn),.,.,.,-1.0,45
CN(C)CCCNC(=O)C[C@H]1C[C@H](C(=O)N2CCCCC2)[C@@]2(C)c3[nH]c4cc(CCC(=O)N(C)C)ccc4c3CCN2C1=O,.,.,.,1.3,40
OC[C@@H]1[C@@H](c2ccccc2)C(c2ccccc2)=NN1c1ccccc1,.,.,.,2.6,70
CCOC(=O)C1C(C(=O)OC)=C(c2ccc(OC)cc2)c2ccccc2N1S(=O)(=O)C(F)(F)F (stereo not drawn),.,.,.,5.1,68
CCOc1ncccc1C(=O)OC(C)C(=O)Nc1ccc(Cl)cn1 (stereo not drawn),.,.,.,0.4,71

# Compounds from the list above with a cyano group:
SMILES,T cell modulator,T cell modulator vesicle-bound %,West Nile antiviral,NTR1 ag,NTR1 ag cell count 20 µM
N#Cc1ccc(C(=O)OCC(=O)N2CCCCCC2)cc1,.,.,.,0.3,44
Cc1nc(SCC(=O)N(CC(C)C)C2CCS(=O)(=O)C2)c(C#N)c(C)c1C (stereo not drawn),.,.,.,-0.7,66

# Following part:
SMILES,T cell modulator,T cell modulator vesicle-bound %,West Nile antiviral,NTR1 ag,NTR1 ag cell count 20 µM
c1ccc(-c2ccc3sccc3n2)cc1,.,.,0.0%,0.3,56
O=C(Nc1ccc(Cl)c(C(F)(F)F)c1)[C@@H]1CC=C[C@@H]2CCN(Cc3ccc(Cl)c(Cl)c3)C(=O)[C@@H]21,.,.,0.5%,2.4,65
C=CCOC(=O)C1=C[C@@H](c2csc3ccccc23)C[C@@H](OCCCCO)O1,.,.,-0.7%,6.1,63
Cc1ccc(CNC(=O)C2CC(c3ccccc3C(F)(F)F)=NO2)o1 (stereo not drawn),.,.,-0.4%,-0.9,66
C=CCC1(C(=O)N(C)Cc2ccccc2)CCN(C(=O)OC(C)(C)C)CC1,.,.,-0.5%,0.8,64
Cn1c(N)c(C(=O)Nc2ccccc2)c(=O)[nH]c1=O,.,.,0.3%,0.3,55
CC1(C(=O)NCCCNc2ncc(C(F)(F)F)cc2Cl)C=CC2(CCCCC2)N1C(=O)c1ccccc1 (stereo not drawn),.,.,-0.7%,3.7,48
CC1(OC(=O)CCc2ccccc2)C(=O)C=C2C=C(C3CC3)OC=C2C1=O (stereo not drawn),.,.,0.7%,-0.8,97
CC(C)(C)OC(=O)NCCCC1=CC2=CC(=O)C(C)(OC(=O)C3CCCC3)C(=O)C2=CO1 (stereo not drawn),.,.,-0.3%,-1.8,90
CCOC(=O)c1sc(SCc2ccccc2)c2c1CC(C)(C)CC2=O,.,.,1.0%,5.2,59
CC1(c2nnc(-c3ccccc3)o2)CC(c2ccccc2)=NO1 (stereo not drawn),.,.,-0.6%,5.9,94
O=C(Nc1ccccc1)[C@@H]1CC=C[C@@H]2CCN(Cc3ccccc3)C(=O)[C@@H]21,.,.,-0.9%,-0.1,43
COC(C[C@H]1O[C@@H]1C(=O)COCc1ccccc1)OC,.,.,-0.3%,0.6,70
Cc1nc(-c2ccc(Cl)cc2)sc1C1(C)CC(c2ccccc2Br)=NO1 (stereo not drawn),.,.,0.4%,0.7,65
Cc1ccccc1CN1[C@@H](Cc2ccccc2)COCCS1(=O)=O,.,.,-0.2%,2.9,53
O=C1CC2(CCOCC2)Oc2ccc3ccccc3c21,.,.,-0.1%,-1.4,40
CCOc1ccccc1-c1cc(C(=O)N/N=C/c2cccnc2)c2ccccc2n1,i,26,.,-0.1,55
CCN(CC)S(=O)(=O)c1cccc(NC(=O)c2cccc(S(=O)(=O)N3CCCC3)c2)c1,i,4,.,4.8,46
Cc1sc(NC(=O)CCCCC(=O)Nc2sc(C)c(C)c2C(=O)O)c(C(=O)O)c1C,i,34,.,-1.6,42
O=C(COC(=O)c1c(F)cccc1Cl)NC(=O)Nc1ccc2c(c1)OCCO2,i,29,.,0.9,48
CN(Cc1ccccc1)S(=O)(=O)c1ccc(NC(=O)C2CCCCC2C(=O)O)cc1 (stereo not drawn),i,7,.,1.1,74
NS(=O)(=O)c1ccc(CCNC(=O)COC(=O)C2COc3ccccc3O2)cc1 (stereo not drawn),i,31,.,-2.7,36
O=C(COc1ccccc1Cl)NNC(=O)c1ccc2c(=O)n3c(nc2c1)CCC3,i,4,.,3.0,56
CC(C)[C@H](NC(=O)c1ccccc1F)C(=O)OCC(=O)NC1CC1,i,34,.,-1.2,61
Fc1ccccc1-c1cc2ncccc2cn1,i,33,.,0.2,46

# Some of the entries so far, as labelled records:
Cn1c(N)c(C(=O)Nc2ccccc2)c(=O)[nH]c1=O
- T cell modulator: .
- T cell modulator vesicle-bound %: .
- West Nile antiviral: 0.3%
- NTR1 ag: 0.3
- NTR1 ag cell count 20 µM: 55
CC1(C(=O)NCCCNc2ncc(C(F)(F)F)cc2Cl)C=CC2(CCCCC2)N1C(=O)c1ccccc1 (stereo not drawn)
- T cell modulator: .
- T cell modulator vesicle-bound %: .
- West Nile antiviral: -0.7%
- NTR1 ag: 3.7
- NTR1 ag cell count 20 µM: 48
CC1(OC(=O)CCc2ccccc2)C(=O)C=C2C=C(C3CC3)OC=C2C1=O (stereo not drawn)
- T cell modulator: .
- T cell modulator vesicle-bound %: .
- West Nile antiviral: 0.7%
- NTR1 ag: -0.8
- NTR1 ag cell count 20 µM: 97
CC(C)(C)OC(=O)NCCCC1=CC2=CC(=O)C(C)(OC(=O)C3CCCC3)C(=O)C2=CO1 (stereo not drawn)
- T cell modulator: .
- T cell modulator vesicle-bound %: .
- West Nile antiviral: -0.3%
- NTR1 ag: -1.8
- NTR1 ag cell count 20 µM: 90

# Later entries:
SMILES,T cell modulator,T cell modulator vesicle-bound %,West Nile antiviral,NTR1 ag,NTR1 ag cell count 20 µM
COc1cc(OC)cc(C(=O)OCC(=O)NC2CCCCCC2)c1,i,32,.,0.3,53
CCOC(=O)c1c(NC(=O)C(C)OC(=O)C2=COCCO2)sc2c1CCCC2 (stereo not drawn),i,23,.,34,57
Cc1c(C(=O)OCC(=O)N(C)CC(=O)Nc2ccc(F)cc2)oc2ccccc12,i,24,.,-1.7,20
O=C(COC(=O)c1cccc(F)c1)NCCC1=CCCCC1,i,31,.,0.7,62
CCOc1ccc(S(=O)(=O)NCCC(=O)NCC2CCCO2)cc1 (stereo not drawn),i,49,.,2.3,98
C[C@H](NC(=O)c1ccc(Cl)c(S(=O)(=O)N2CCOCC2)c1)c1nc2ccccc2[nH]1,i,37,.,-1.4,46
Cc1onc(-c2ccccc2)c1C(=O)Nc1ccc(NC(=O)c2c(-c3ccccc3)noc2C)cc1,i,18,.,1.6,63
Cc1ccc(NC(=O)CC(C)c2ccccc2)cc1S(=O)(=O)N1CCOCC1 (stereo not drawn),i,41,.,1.2,61
Cc1cc(-n2c(C)cc(C(=O)COc3ccc(Cl)cc3C(N)=O)c2C)no1,i,48,.,3.9,53
COc1ccc(S(=O)(=O)N2CCCCC2)cc1NC(=O)Cn1cnc2ccccc2c1=O,i,8,.,3.7,59
CC(C)(C)OC(=O)N[C@H](C(=O)OC(C)(C)C)c1ccc(C(F)(F)F)cc1,i,38,.,-1.6,52
Cc1ccc(N2C(=O)N(CC(=O)Nc3ccccc3C(F)(F)F)C(=O)C2C)cc1 (stereo not drawn),i,5,.,-0.2,52
Cc1cccc(N2N=C(C(=O)OCC(=O)c3ccccc3)CCC2=O)c1,i,31,.,-0.9,94
CC[C@@H](C)[C@@H]1CN([C@@H](CN2CCC[C@H]2CN2C(N)=NC[C@@H]2Cc2ccccc2)C(C)C)C(=N)N1CCCC1CCCC1,i,21,.,-2.1,54
Cc1ccc(S(=O)(=O)N2CCOCC2)cc1C(=O)OCC(=O)c1ccc(Br)cc1,i,12,.,-1.5,62
Cn1c(SCC(=O)Nc2cccnc2Cl)nnc1-c1ccco1,i,42,.,-1.6,51
O=C(c1cc(S(=O)(=O)N2CCOCC2)ccc1F)N1CCc2ccccc21,i,33,.,-0.6,47

# Some of the compounds tested; count on the stated rates, not on these rows.
